Assay outcomes: PubChem, Sanford-Burnham Center for Chemical Genomics
A3A deaminase = human APOBEC3A DNA deaminase inhibition; P31941; recombinant A3A, FAM/TAMRA ssDNA deamination fluorescence; inhibition, % at 20 µM; actives 0.41% (n = 330,000); AID 493011;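 active = at least 40% inhibition at 20 µM here, with at most 30% in a related deaminase screen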;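 also: plate controls were A3A with DMSO for no effect and wells lacking A3A enzyme for full effect; some results filed as inactive read as strong as hits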
mIAP activ = mouse IAP activation; AID 2805; muIAP, CDP-Star luminescence, 30 min; stronger effect = higher value; 1 = vehicle-only enzyme signal, 0 = enzyme-free wells; activation factor at 10 µM; actives 0.24% (n = 330,000);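 active = activation factor of at least 2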; also: the source names both 10 and 20 µM as test concentration; values of inactives mirror those of a sister screen read the other way
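Assay system: mouse IAP enzyme / Compound: DMSO-dissolved test compounds / Timing: 30 min, room temperature / Measured by: luminescence from enzymatic CDP-Star hydrolysis / Control set: DMSO-only wells, enzyme-free buffer wells as negative control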
PfGluPho inh = PfG6PD (Plasmodium falciparum) enzyme inhibition. inhibition, % at 20 µM. actives 0.78% (n = 350,000). AID 504690. PfGluPho enzyme, NADPH resazurin-diaphorase fluorescence;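 active = inhibition reaching at least a set limit at 20 µM in the primary screen, cut at about 59% in these data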;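 also: 0% = DMSO wells with substrate and 100% = DMSO wells lacking glucose-6-phosphate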
mIAP block = blocks mouse intestinal alkaline phosphatase; purified mouse IAP, CDP-Star luminescence, 30 min; inhibition, % at 10 µM; actives 0.2% (n = 330,000);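 active = inhibition of at least 40% at 10 µM in the primary screen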;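 also: plate controls were DMSO with enzyme for no effect and no enzyme wells for full effect; values of inactives mirror those of a sister screen read the other way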
HKDC1 inhibitor = inhibitors of human hexokinase HKDC1. AID 493160. actives 0.16% (n = 340,000). inhibition, % at 20 µM. recombinant HKDC1, G6PDH/diaphorase resazurin coupled fluorescence;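 active = inhibition above about 35% when tested at 20 µM, limit read from the data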;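 also: plate controls were DMSO wells with enzyme for no effect and DMSO wells lacking enzyme for full effect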
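Test system: HK5 enzyme. Quantity: 5 µg/mL HK5 final. Reagent: glucose and ATP substrates. Schedule: 90 min reaction incubation at room temperature, dark. Technique: resazurin-to-resorufin fluorescence via G6PDH and diaphorase coupling, 525/613 nm. Control set: DMSO wells with and without enzyme mix.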
hIAP activ = human IAP activation; P09923; actives 0.16% (n = 330,000); purified human IAP, CDP-Star luminescence, 30 min; stronger effect = higher value; 1 = vehicle-only enzyme, 0 = enzyme-free background; activation factor at 10 µM;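 active = activation factor of the enzyme at least 2-fold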; also: the source names both 10 and 20 µM as test concentration; values of inactives mirror those of a sister screen read the other way
Target sequence (P09923 whole entry, looked up): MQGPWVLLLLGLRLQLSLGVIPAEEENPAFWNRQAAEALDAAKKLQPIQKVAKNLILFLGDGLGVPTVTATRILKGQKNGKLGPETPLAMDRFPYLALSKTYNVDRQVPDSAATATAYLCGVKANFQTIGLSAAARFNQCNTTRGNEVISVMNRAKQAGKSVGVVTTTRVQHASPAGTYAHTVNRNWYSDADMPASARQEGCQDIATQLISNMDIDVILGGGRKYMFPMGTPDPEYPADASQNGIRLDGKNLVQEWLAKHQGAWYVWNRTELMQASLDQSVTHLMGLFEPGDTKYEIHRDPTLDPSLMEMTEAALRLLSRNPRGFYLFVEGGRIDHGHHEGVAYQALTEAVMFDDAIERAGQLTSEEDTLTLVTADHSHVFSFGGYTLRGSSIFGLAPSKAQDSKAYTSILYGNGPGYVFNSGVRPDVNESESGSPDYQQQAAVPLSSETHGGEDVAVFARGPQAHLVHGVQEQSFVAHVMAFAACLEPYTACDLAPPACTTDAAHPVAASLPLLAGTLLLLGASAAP
ATG4B inhibitor = blocks human ATG4B protease cleavage of LC3 substrate. Q9Y4P1. ATG4B cleavage of LC3-PLA2, NBD-HPC fluorescence, 1 h. inhibition, % at 8.33 µM. actives 0.51% (n = 340,000). AID 504462; in the data active = inhibition above about 40%
Target sequence (Q9Y4P1 whole entry, looked up): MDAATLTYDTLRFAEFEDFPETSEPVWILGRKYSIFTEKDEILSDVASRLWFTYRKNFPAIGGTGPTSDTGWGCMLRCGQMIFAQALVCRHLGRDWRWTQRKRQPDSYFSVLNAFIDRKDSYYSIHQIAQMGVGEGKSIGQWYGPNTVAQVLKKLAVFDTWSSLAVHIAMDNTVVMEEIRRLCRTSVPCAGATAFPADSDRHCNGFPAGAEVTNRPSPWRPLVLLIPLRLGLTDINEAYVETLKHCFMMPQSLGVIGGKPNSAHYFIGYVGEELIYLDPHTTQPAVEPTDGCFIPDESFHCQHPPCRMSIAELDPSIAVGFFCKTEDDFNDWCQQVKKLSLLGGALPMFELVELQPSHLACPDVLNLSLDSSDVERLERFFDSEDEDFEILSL
hIAP inh = blocks human intestinal alkaline phosphatase; P09923; purified IAP, CDP-Star luminescence, 30 min; inhibition, % at 10 µM; actives 0.12% (n = 330,000);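 active = inhibition reaching a set limit with compound at 10 µM in the primary screen, cut at about 35% in these data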;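 also: plate controls were DMSO wells with enzyme for no effect and no-enzyme buffer wells for full effect; values of inactives mirror those of a sister screen read the other way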
* hit, by the source's call; . = no result given.

A3A deaminase	mIAP activ	PfGluPho inh	mIAP block	HKDC1 inhibitor	hIAP activ	ATG4B inhibitor	hIAP inh	SMILES
-2	0.94	-18	6	-3	0.82	6	18	COc1ccc(N2CC(O)=C(c3n(C)c4ccccc4[n+]3C)C2=N)cc1
-5	1	23	-1	-4	0.99	-4	1	Cc1ccc(OCc2nc3c4c(ncn3n2)-c2ccccc2CC42CCCC2)cc1
-3	1.1	-10	-9	-7	1.1	-2	-5	CN1CCN(CC(=O)Nc2ccc([N+](=O)[O-])cc2Br)CC1
32	1	15	-4	-4	1	-3	-2	COCCN(C(=O)c1ccc(OCC(C)C)cc1)c1c(N)n(Cc2ccccc2)c(=O)[nH]c1=O
-4	0.87	-8	13	8	1	-2	-4	COc1ccccc1NS(=O)(=O)c1cc(NC(=O)c2ccc3ccccc3n2)ccc1Cl
-2	0.94	-19	6	2	0.87	9	13	Cc1ccc(Nc2c(F)c(F)c(F)c(F)c2C(=O)O)c(C)c1
1	1.1	16	-6	-5	1	5	0	COc1ccccc1CNC(=O)COC(=O)c1ccncc1
-4	0.92	-6	8	0	1	-10	-5	CC(=O)OC1COC(N2CCc3cc(Br)c([N+](=O)[O-])cc32)C(OC(C)=O)C1OC(C)=O (stereo not given)
0	0.91	7	9	-4	0.81	8	19	O=C(C[n+]1ccc(-c2ccccc2)cc1)Nc1ccc([N+](=O)[O-])cc1
7	0.97	-22	3	-1	1.2	1	-25	CCOC(=O)N1CCN(S(=O)(=O)c2c(C)[nH]c(=O)[nH]c2=O)CC1
4	0.91	6	9	0	0.97	10	3	CCOC(=O)c1c(NC(=O)CN2CCCCC2)sc(CN(C)C)c1-c1ccccc1
-2	1.1	-2	-6	3	1	-3	-1	O=C(CN(C(=O)CNC(=O)c1cccs1)c1ccc(F)cc1)NC1CCCCC1
-6	0.93	7	7	1	0.98	-4	2	COc1cc(S(=O)(=O)Nc2cccc3cn[nH]c23)c(OC)cc1Cl
-4	1	-33	0	-2	1.1	-3	-6	O=C(O)c1cccc(-c2noc(-c3cccc(Cl)c3)n2)c1
-2	1.1	12	-5	-4	1.2	.	-18	COC(=O)[C@]1(C)N[C@H](CN(C)S(=O)(=O)c2ccc(C(C)(C)C)cc2)[C@@H]2C(=O)N(C)C(=O)[C@@H]21
2	0.88	8	12	0	0.98	4	2	Cn1c(=NC(=O)C2CC2)sc2cccc(F)c21
-3	0.96	-1	4	-18	0.94	-3	6	O=C(C[n+]1cccc2ccccc21)c1ccc(Cl)cc1
1	1.1	6	-6	-6	1.1	-1	-15	Cc1nc2ccc(S(=O)(=O)NC(C(=O)Nc3nc4ccc(Cl)cc4s3)C(C)C)cc2s1 (stereo not given)
-2	1	15	-3	14	1	-2	-4	CCC(CO)Oc1cc(NCc2cccc(OC)c2)c2ncn(C(C)C)c2c1 (stereo not given)
-3	1.1	2	-10	0	1.3	-1	-27	O=C(COC(=O)C12CC3CC(CC(Cl)(C3)C1)C2)N1CCCCC1
-3	1.1	-2	-12	2	1.1	3	-15	COc1ccc(NC(=O)COC(=O)c2ccc(F)cc2F)cc1
-2	0.92	19	8	-7	0.86	-18	14	CC(C)(C)NC(=O)C(c1c[nH]c2ccccc12)N(C(=O)Cn1nnc(-c2ccc(F)cc2)n1)c1cccc(O)c1 (stereo not given)
-5	0.85	-18	15	2	1	-2	-2	COc1ccc(OCCSc2ncnc3nc[nH]c23)cc1
-3	1.1	-13	-6	-2	0.92	-12	8	C#CC(C)(C)NC(=O)c1ccccc1OC

Part of the list above in another layout.
mol | A3A deaminase | mIAP activ | PfGluPho inh | mIAP block | HKDC1 inhibitor | hIAP activ | ATG4B inhibitor | hIAP inh
O=C(O)c1cccc(-c2noc(-c3cccc(Cl)c3)n2)c1 | -4 | 1 | -33 | 0 | -2 | 1.1 | -3 | -6
COC(=O)[C@]1(C)N[C@H](CN(C)S(=O)(=O)c2ccc(C(C)(C)C)cc2)[C@@H]2C(=O)N(C)C(=O)[C@@H]21 | -2 | 1.1 | 12 | -5 | -4 | 1.2 | . | -18
Cn1c(=NC(=O)C2CC2)sc2cccc(F)c21 | 2 | 0.88 | 8 | 12 | 0 | 0.98 | 4 | 2
O=C(C[n+]1cccc2ccccc21)c1ccc(Cl)cc1 | -3 | 0.96 | -1 | 4 | -18 | 0.94 | -3 | 6

Further records follow.
A3A deaminase	mIAP activ	PfGluPho inh	mIAP block	HKDC1 inhibitor	hIAP activ	ATG4B inhibitor	hIAP inh	SMILES
-4	1.1	-11	-13	4	0.92	11	8	COc1ccc(NC(=O)N(C)C[C@H]2Oc3ccc(NS(=O)(=O)c4cccs4)cc3C(=O)N([C@H](C)CO)C[C@@H]2C)cc1
-7	1	12	0	-4	1.1	2	-7	CCOc1ccc(CCNC(=O)c2cccc3c2C(=O)N(CCOC)C3)cc1OCC
-7	1	0	0	-2	1.1	-4	-5	Cc1cccc(NC(=S)N2CCC(C(N)=O)(N3CCCCC3)CC2)c1C
6	0.95	1	5	0	0.94	2	6	O=C(COC(=O)c1cncc(Br)c1)NCc1ccc2c(c1)OCO2
0	1.1	26	-7	-6	1	5	-2	Cc1cc(C(=O)Nc2cccc([N+](=O)[O-])c2)c(C)o1
-3	0.98	-15	2	4	1.1	-1	-10	CC(=O)N1CCCc2cc(S(=O)(=O)N3CCCC(C(=O)N4CCN(c5cc(C)ccc5C)CC4)C3)ccc21 (stereo not given)
36	0.97	6	3	5	0.95	-7	5	C[C@@H]1NC(=O)c2cc([N+](=O)[O-])cc(I)c2NCC[C@@H](C(N)=O)NC(=O)[C@H](CC(N)=O)NC1=O
-7	0.94	-5	6	-7	1.2	-12	-22	Cc1ccc(OCc2cc(C(=O)NC(C)Cc3cccc(C)n3)no2)cn1 (stereo not given)
-1	1.1	14	-6	5	1.3	-1	-25	C=CCC(COCc1ccccc1)NS(=O)(=O)c1ccccc1Br (stereo not given)
1	0.94	-36	6	-8	0.95	30	5	Cc1ccc(NC(=O)CC(=O)c2ccc([N+](=O)[O-])cc2)cc1S(=O)(=O)Nc1cccc(Cl)c1
-2	0.96	7	4	-10	0.89	1	11	C(#Cc1ccccc1)Cn1nnc2ccccc21
-1	1.5	-17	-50	1	0.97	-9	3	CC(C)c1cccc(C(C)C)c1NC(=O)COC(=O)c1ccc(OCC(=O)Nc2cccc(C(F)(F)F)c2)cc1
-2	1.1	6	-9	-7	1	-4	-1	Cc1ccc(S(=O)(=O)NCCNC(=O)c2nonc2N)cc1
-1	0.97	10	3	4	1.2	37	-16	CSc1ccccc1OCc1cc(C(=O)NCc2csc(C(C)C)n2)no1
-7	1	-8	0	0	1.1	5	-6	COC(=O)N/N=C/c1cc(Cl)cc(Cl)c1OCc1ccc(F)cc1
-2	1.1	5	-13	1	1.2	-7	-16	CC1(c2nnc(-c3cccc(Cl)c3)o2)CC(c2cccc(Cl)c2)=NO1 (stereo not given)
7	1	10	-2	-10	0.94	2	6	Cc1ccc(C)c(N2CCN(C(=O)CN3C(=O)c4ccccc4C3=O)CC2)c1
-2	1	-14	-2	-7	0.86	-1	14	COc1ccc(CNC(=O)C2CC(=O)N(c3ccc(OCC(=O)N4CCCCC4)cc3)C2)cc1 (stereo not given)
39	0.91	28	9	-2	1	-5	-1	Cc1cccc(-c2nc(Nc3ccc(N4CCOCC4)cc3)c3ccccc3n2)c1
4	1	-23	-3	-3	0.91	-11	9	COc1cccc(NC(=O)C2CC(=O)N=C(N)S2)c1 (stereo not given)
0	0.97	-22	3	-2	1.3	-1	-28	Cc1oc(-c2ccc(Cl)cc2)nc1CS(=O)CC(=O)NCCCN1CCCC(C)C1 (stereo not given)
2	1	-8	0	-7	1.1	14	-9	CC(=O)c1cnc2nc(C)nn2c1C
2	1.1	2	-7	0	1	-10	-2	O=C(NCC1CCCO1)c1cnc(Cl)c(Cl)c1 (stereo not given)
-4	0.98	9	2	-9	0.86	-3	14	N#Cc1ccc(OCC(=O)OCC(=O)c2ccccc2)cc1
2	1.2	2	-19	-2	1.1	-4	-14	Cc1nn(Cc2nc(-c3cccs3)no2)c(C)c1Br
-3	0.98	-11	2	0	0.9	11	10	Clc1cc2nc3ccccn3c2cc1Cl
-1	0.98	-18	2	-2	0.87	-21	13	N#CCC(=O)Nc1ccc(C(=O)OCc2ccccc2Oc2ccccc2)cc1
-4	0.94	-5	6	-2	0.92	7	8	CCCc1cc(CNC(=O)C2CCC(=O)N(Cc3ccccc3F)C2)on1 (stereo not given)
-1	1	16	-4	-2	1.2	-3	-18	O=C(NCc1cccs1)C1CCC(CNS(=O)(=O)c2ccc(Br)s2)CC1 (stereo not given)
-3	1.1	1	-9	-14	1.1	-3	-11	CCNC(=O)c1ccc(C2SCC(=O)N2CCc2ccccc2)cc1 (stereo not given)
1	0.85	-2	15	5	0.95	11	5	Cc1ccccc1C(=O)NC(=S)NC1CCSC1=O (stereo not given)
1	1	-23	-1	-4	1	3	-5	Cc1cc(=O)n(Cc2ccc(OC(C)C)cc2)c(=S)[nH]1
1	0.85	8	15	3	0.81	-1	19	NNC(=O)c1sc2nc(N3CCOCC3)c3c(c2c1N)CCCC3
-5	0.98	20	2	-8	1.1	-3	-11	O=C(CCc1ccc(S(=O)(=O)NCCc2ccccc2)cc1)NCc1ccco1
-1	0.88	-18	12	-5	0.89	-4	11	CCC(=O)N1CCc2cc(S(=O)(=O)NCCCOC)ccc21
2	1	27	0	-4	0.96	-1	4	COc1ccc(NC(=O)CCCn2c(=O)oc3ccccc32)cc1Cl
-2	0.98	-18	2	8	0.93	15	7	Cc1ncc(CN2CCCC(CCC(=O)NCc3ccc(F)c(F)c3)C2)s1 (stereo not given)
5	0.93	-3	7	-4	0.99	-7	1	O=C(CSc1nnc(CNC(=O)c2c(F)cccc2Cl)o1)Nc1ccc2c(c1)OCO2
-2	0.69	4	32	0	1.9	-9	-91	Cc1ccc(C(=O)NNC(=O)CSc2n[nH]c(-c3cccnc3)n2)cc1
0	1	12	-2	-4	1.1	-48	-10	CCc1ccc(NC(=O)C(C)Sc2nnc(CN3CCCC3)o2)cc1 (stereo not given)
-4	0.92	-6	8	0	1	7	-3	O=S(=O)(Cc1cc(Sc2ccc(Cl)cc2)nc(-c2ccccc2)n1)c1ccccc1
-1	0.97	11	3	-3	1.2	-3	-18	CN(Cc1ccc(C(C)(C)C)cc1)C(=O)c1ccc2c(=O)n3c(nc2c1)CCC3
-2	0.98	-7	2	-7	1.1	-11	-10	CC(=O)Oc1ccc(N(C(C)=O)S(=O)(=O)c2cc([N+](=O)[O-])ccc2C)cc1
-1	0.91	-10	10	3	1.2	-7	-18	CCOC(=O)N1CCN(Cc2nc3cc([N+](=O)[O-])ccc3n2C)CC1
1	1	-7	-2	1	1.1	-2	-5	CC(O)Cn1cnc2c1c(=O)n(C)c(=O)n2C (stereo not given)
-5	1	-5	-2	-5	1.1	-8	-7	CCOc1ccc(N2C(=O)CSC23CCCCC3)cc1
-6	0.92	14	8	-2	0.87	2	13	CCOc1cccc2c1OC1(C)CC2NC(=O)N1c1cccc(C(=O)N2CCN(c3ccccn3)CC2)c1 (stereo not given)
-2	0.99	-6	1	-3	0.86	-4	14	CNS(=O)(=O)c1cccc(C(=O)NCC(c2cccs2)N(C)C)c1 (stereo not given)
-2	0.98	1	2	-6	0.91	2	9	COc1ccccc1OCc1ccc(C(=O)N2CCN(C)CC2)o1
2	0.98	-7	2	-5	1.1	2	-15	c1cnc2nc(CSc3ncn[nH]3)cn2c1
9	0.95	-38	5	-5	1	4	0	O=C(CSc1nc(-c2ccccc2)c(-c2ccccc2)o1)Nc1nncs1
